HCMV antiviral = blocks human cytomegalovirus replication; HFF cells, HCMV-luciferase reporter, 72 h; active compounds read low; activity change, negative = inhibition, % at 57.5 µM; 410,000 compounds, 4.5% hits; AID 1259415; in the data active = activity change below about -60%; inconclusive = no clear call, values can overlap the other calls; inactive = above about -39%
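Two-dose cell screen: HFF monolayers treated with compounds and infected with luciferase-expressing HCMV at 1 PFU/cell, 72 h at 37C, then lysed for luciferase measurement.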
HCV inh = HCV inhibition | Potency, µM (doses to about 41.8 µM), for inactives: at the top dose activity change, negative = inhibition, hits mostly inhibitors | 340,000 compounds, 3.4% hits | Huh7.5.1 HCVcc-Cre infection, luciferase reporter, 44 h; active = well fitted inhibition curve with a large enough effect; inconclusive = small, poorly fitted or top-dose-only effect, or another doubt; inactive = no such curve, though single readings can be large or run the other way; also: potency is read from the fitted curve at half-maximal effect
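A cell-based infection assay in which seeded cells (1,000 per well) receive test compound after 4 h, are inoculated with HCVcc-Cre at approximately 0.5 moi, and are incubated 44 h before luminescence detection.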
Numbers without * were called inactive; u = inconclusive; [ ] = remark or other dose. % is scaled to controls: 0 for no effect and ±100 for the full control effect. A portion of the library, so the mix of outcomes need not match the whole.

SMILES | HCMV antiviral | HCV inh
Oc1ccc(Cc2ccccc2)c2cccnc12 | -100.5* | u
CCOC(=O)CSc1nnc(C)c(C)n1 | 17.8 | 39.9%[activator]
CC(=NNc1nc2ccccc2s1)c1ccncn1 | -100.4* | u
COC(=O)C1=C(C)N(CCCC(=O)O)C(=O)NC1c1ccc([N+](=O)[O-])cc1 (stereo not drawn) | -28.7 | 11.6%
CCOC(=O)c1cc(-c2ccccc2)nn1CC1CC(c2ccc(Cl)cc2)=NO1 (stereo not drawn) | 0.8 | -24.0%
Cc1cc(C)nc(NN=CC2=C(N3CCOCC3)/C(=C/c3ccc(Cl)cc3)CC2)n1 | -32.2 | u
NC(CCC(=O)NC(CS)C(=O)NCC(=O)O)C(=O)O (stereo not drawn) | 56.7 | 25.4%
COc1ccc(C(=O)/C=C/c2ccccc2OC)c(OC(=O)c2ccc([N+](=O)[O-])cc2)c1 | -26.7 | 12.6µM*
CN(C(=O)c1cccc(NC(=O)Cc2ccc(NC(=O)C3CCN(C(=O)C4CCC4)CC3)cc2)c1)C1CCCCC1 | -12.0 | 8.6%
CC1CN(C(=O)[C@@H]2CCCN2S(=O)(=O)c2ccc(Cl)cc2)CC(C)O1 (stereo partly drawn) | 3.4 | 6.8%
Nc1ccc(N=Nc2ccccc2)cc1[N+](=O)[O-] | 21.2 | u
Cc1ccc(Cl)c(OCCCCN2CCC(C)CC2)c1 | 1.7 | 19.5%
NNC(=O)C1SCCN1S(=O)(=O)c1ccc(Cl)cc1 (stereo not drawn) | 29.0 | 7.5%
COc1cccc2c(=O)c3c([nH]c12)OC(C)(C)C3 | 22.6 | 1.2%
CCOCCOc1cc(NCc2ccccc2)c2ncn(C(C)C)c2c1 | -1.0 | u
COc1ccc(C(=O)CN2CCN(CCN3C(=O)c4cccc5cccc(c45)C3=O)CC2)cc1 | -22.3 | 10µM*
O=C1C2CCCCN2C(=O)N1CCN1CCN(c2cccc(Cl)c2)CC1 (stereo not drawn) | 0.0 | 0.9%
CC(C)CC(CO)N1CCN(C(=O)c2cccc(Cl)c2)CCC1=O (stereo not drawn) | -11.0 | u
CC(C)C[C@@H](CN)NC(=O)c1nc[nH]c1C(=O)N[C@@H](CC(C)C)C(=O)CNC[C@H](C)NC(=O)c1nc[nH]c1C(=O)N[C@@H](CC(=O)O)C(=O)O | -25.8 | 18.9%
O=C1C=CC(=O)N1c1ccc2c(c1)C(NC(=O)C(F)(F)F)c1ccccc1-2 (stereo not drawn) | 0.0 | u
Cc1cccc(/C=C/c2onc(C)c2[N+](=O)[O-])n1 | -108.9* | u
CCOC(=O)C1CCCCN1C(=O)CCc1nnc(-c2ccc3c(c2)OCO3)o1 (stereo not drawn) | 32.2 | 19.5%
CCOC(=O)c1cnn(-c2sc(C(=O)OCC)c(C)c2C(=O)OCC)c1N | -68.4* | u
O=C(Oc1nsnc1N1CCOCC1)N1CCCCC1 | 18.5 | 14.7%
COc1cc(C(=O)OCC(=O)N2CCN(S(=O)(=O)c3ccc(C)cc3C)CC2)c([N+](=O)[O-])cc1OC | -7.7 | -17.6%
COc1ccc(C(=O)OCC(=O)Nc2cccc(S(=O)(=O)N3CCCCCC3)c2)cc1[N+](=O)[O-] | 2.9 | 1.4%
Cc1cccc(C(=O)Nc2c(C(=O)N3CCN(C)CC3)cnn2-c2ccccc2)c1 | 54.7 | 4.1%
COc1ccc(C=CC(=O)c2c(OC)cc(OC)c(OC)c2O)cc1 | 0.1 | -26.2%
O=c1cc(NCc2ccccc2)[nH]c(=O)[nH]1 | 11.6 | 19.7%
Cc1cccc2c(=O)c(C(=O)NCc3cccs3)c[nH]c12 | -2.0 | -14.8%

A stretch taken from the entries so far, for reference:
SMILES | HCMV antiviral | HCV inh
Cc1cccc(/C=C/c2onc(C)c2[N+](=O)[O-])n1 | -108.9* | u
CCOC(=O)C1CCCCN1C(=O)CCc1nnc(-c2ccc3c(c2)OCO3)o1 (stereo not drawn) | 32.2 | 19.5%
CCOC(=O)c1cnn(-c2sc(C(=O)OCC)c(C)c2C(=O)OCC)c1N | -68.4* | u

(next part)
SMILES | HCMV antiviral | HCV inh
CC1(C)CN=C(c2ccccc2)NC1 | -35.0 | 5.9%
Cc1ccc(S(=O)(=O)c2ccsc2NC(=O)c2ccccc2)cc1 | -9.9 | -8.5%
CC(=O)Nc1ccc(CCCCc2ccc(NC(C)=O)cc2)cc1 | -16.6 | -1.5%
CCN(CC(=O)Nc1ccc(NC(C)=O)cc1)C(=O)c1ccc(S(=O)(=O)N2CCCC2)cc1 | -16.5 | 24.1%
O=C(CN1CCN(S(=O)(=O)c2ccc(Br)s2)CC1)NC1CCCCC1 | -32.6 | -1.6%
COC(=O)C[C@H]1c2cc(C(F)(F)F)ccc2S(=O)(=O)N1Cc1ccccc1OC | -12.3 | -15.7%
COc1ccc2nc3cc([N+](=O)[O-])ccc3c(NNc3ccc([N+](=O)[O-])cc3)c2c1 | -24.7 | -18.4%
Fc1ccccc1/C=N/Nc1cc(N2CCCCC2)ncn1 | 76.3 | -21.3%
CCN1CCCC1CNC(=O)c1cc(N)ccc1OC (stereo not drawn) | 14.8 | 14.9%
COc1ccc(OC)c(S(=O)(=O)Nc2cccc3c(O)cccc23)c1 | -7.8 | -9.3%
O=C(CCCCn1cnc2c(=S)nc[nH]c21)Nc1ccc(C(=O)O)cc1 | -5.8 | 15.3%
CCN(C(=O)COC(=O)CCC(=O)c1ccc(Cl)cc1)c1c(N)n(Cc2ccccc2)c(=O)[nH]c1=O | -35.2 | -1.2%
C#CCOCCOCCOCCNc1nc(N2CCN(C(=O)[C@H]([C@@H](C)O)n3cc(CCCCN)nn3)CC2)nc(N2CCN(C(=O)[C@H](C)n3cc(CCC(=O)O)nn3)CC2)n1 | 42.6 | 30.2%[activator]
COc1cc(C2C(C#N)=C(N)OC3=C2C(=O)CC(C)(C)C3)cc2c1OCO2 (stereo not drawn) | -0.4 | 10µM*
CS(=O)(=O)N(CC(=O)N1CCc2ccccc2C1)c1cccc(Br)c1 | -29.8 | 14.0%
CCOc1ccc(N2C(=O)CC(Sc3nc(O)c(CC)c(=O)[nH]3)C2=O)cc1 (stereo not drawn) | -4.1 | 19.9%
CC12CCC3C(CCCC4CC(=O)CCC43C)C1CCC2O (stereo not drawn) | -4.8 | -12.5%
C/C=C(\C)C(=O)NCCN1C2=NC[C@@H](Cc3ccccc3)N2C[C@@H]1Cc1ccc(OC)cc1 | 5.7 | -4.1%
COc1ccc([N+](=O)[O-])c(O)c1C(C)=O | -24.1 | -3.7%
CNc1ncnc(NC)c1[N+](=O)[O-] | -2.7 | -8.0%

Retrieved by structure from the entries so far (7):
SMILES | HCMV antiviral | HCV inh
NC(CCC(=O)NC(CS)C(=O)NCC(=O)O)C(=O)O (stereo not drawn) | 56.7 | 25.4%
Cc1cccc(C(=O)Nc2c(C(=O)N3CCN(C)CC3)cnn2-c2ccccc2)c1 | 54.7 | 4.1%
Oc1ccc(Cc2ccccc2)c2cccnc12 | -100.5* | u
CC(C)C[C@@H](CN)NC(=O)c1nc[nH]c1C(=O)N[C@@H](CC(C)C)C(=O)CNC[C@H](C)NC(=O)c1nc[nH]c1C(=O)N[C@@H](CC(=O)O)C(=O)O | -25.8 | 18.9%
CCOC(=O)C1CCCCN1C(=O)CCc1nnc(-c2ccc3c(c2)OCO3)o1 (stereo not drawn) | 32.2 | 19.5%
COc1ccc([N+](=O)[O-])c(O)c1C(C)=O | -24.1 | -3.7%
CC1CN(C(=O)[C@@H]2CCCN2S(=O)(=O)c2ccc(Cl)cc2)CC(C)O1 (stereo partly drawn) | 3.4 | 6.8%

Additional entries follow.
SMILES | HCMV antiviral | HCV inh
Cc1ccc(S(=O)(=O)N(C)C)cc1NC(=O)C(C)OC(=O)c1ccc2c(=O)n3c(nc2c1)CCC3 (stereo not drawn) | 0.0 | -2.6%
O=C(NCCc1ccc(Cl)cc1)C1CC(=O)N(C2CCCCC2)C1 (stereo not drawn) | -15.6 | -6.5%
Nc1nc(=S)c2ncn(C3OC(CO)CC3O)c2[nH]1 (stereo not drawn) | u | 16.4%
c1ccc(COc2ncnc3c2ncn3CCCN2CCN(c3ccccn3)CC2)cc1 | 3.3 | -20.8%[8.37 µM]
COc1ccc(NS(=O)(=O)N2CCCCC2)cc1 | 7.3 | 1.8%
O=S(=O)(c1ccc(NC(=S)NN=Cc2ccccc2O)cc1)N1CCCCC1 | -61.2* | u
O=C1OC(c2ccccc2)(c2ccc3cc(O)ccc3c2)c2ccccc21 (stereo not drawn) | -32.9 | u
O=C1NC[C@H](Cc2ccccc2)N(CC2CCN(CC3CCCC3)CC2)C1=O | -11.7 | -61.8%
Cc1cccc(S(=O)C(c2ccccc2)c2ccccc2)c1 (stereo not drawn) | -9.8 | -20.5%
CCN=C(NCC)SC1CC(=O)N(CCc2ccccc2)C1=O (stereo not drawn) | -2.7 | 9.1%
CCc1nc(N)nc(N)c1-c1ccc(Cl)c(N=[N+]=[N-])c1 | -79.0* | u
CC(C)CNS(=O)(=O)c1ccc(S(=O)(=O)NC2CCOC(C)(C)C2)cc1 (stereo not drawn) | 18.6 | 10.2%
CCN(C(C)=O)c1cnc(C=NNC(N)=S)c2ccccc12 | -96.7* | 6.31µM*
CCCCCCn1c(COc2ccccc2F)nnc1SCC(=O)NC1CCS(=O)(=O)C1 (stereo not drawn) | -13.7 | 8.1%
CC(C)C[C@H]1CN([C@@H](CC(C)C)CN2CCCC2CN2C(=S)NC[C@@H]2Cc2ccc(O)cc2)C(=S)N1CCc1ccccc1 (stereo partly drawn) | -80.2* | u
CCNC(=S)NCC | -39.1 | 0.0%
COCCNC(=O)c1c(CSc2ccc(Cl)cc2)noc1C(=O)NCc1ccccc1 | -25.1 | u
Cc1cn(CC(=O)N2CCN(c3ccccn3)CC2)c(=O)[nH]c1=O | -10.0 | 10.2%
CC(CCc1ccccn1)(CCc1ccccn1)C(=O)c1ccccc1 | -14.1 | -41.2%
COCCn1c(CN2CCN(c3ccccc3)CC2)nc2c1c(=O)n(C)c(=O)n2C | -37.8 | u
NC(=O)C(CCCCN1CCCCC1)(c1ccccc1)c1ccccc1 | -26.6 | -10.6%
Cc1oc2ccc(O)cc2c1C(=O)c1ccc(F)cc1 | 22.3 | u
CC(C)(CC1(C)NC(=O)NC1=O)OCc1ccccc1 (stereo not drawn) | u | 12.4%
Cc1c(N2C(=O)/C(=C/c3ccc(N(C)C)cc3)N(C)C2=S)c(=O)n(-c2ccccc2)n1C | -20.0 | -9.2%
O=C(O)CC1(C(=O)O)CCCC1 | -14.7 | 14.6%
c1ccc2c(c1)Nc1cc3ccccc3cc1O2 | -29.6 | 18.9%
Cc1cccc(OCCCCN2CCNCC2)c1 | 33.4 | -11.2%
O=C(NCc1ccccc1)c1onc(CSc2ccccc2)c1C(=O)NCc1ccccc1 | -18.0 | u
NC(=O)C1(Nc2ccc(Br)cc2)CCCC1 | -20.2 | 2.9%
CN(C)c1ncnc2c1ncn2-c1ccccc1 | 80.8 | 4.2%
CN(CC(=O)Nc1ccccc1Br)C(=O)c1ccccc1OCc1ccc(Cl)cc1 | -8.9 | u
Cc1cccc(NS(=O)(=O)c2ccc(C)c(C(=O)N3CCN(C(=O)c4ccco4)CC3)c2)c1 | -16.1 | 5.6%
CC(C)(C)CC(C)(C)Nc1c(-c2ccc(O)cc2)nc2cnccn12 | u | u
CC(C)=CCc1c(O)cc2c(c1O)C(=O)CC(c1ccccc1)O2 (stereo not drawn) | 14.6 | -12.3%
Cc1cc(NCCCCCCCNc2cc(C)nc3cc([N+](=O)[O-])ccc23)c2ccc([N+](=O)[O-])cc2n1 | -24.2 | 10µM*
N#Cc1ncc(N=Cc2ccc(N(CCCl)CCCl)cc2)s1 | -31.6 | u
O=C(Cc1cccc(NC(=O)C2CCN(C(=O)c3ccccc3)CC2)c1)Nc1cccc(C(=O)N2CCOCC2)c1 | 23.5 | -11.7%[8.37 µM]
CC1CCC(C(O)(C(=O)O)C2CCCCC2)CC1C (stereo not drawn) | -12.3 | 26.8%
N#CC1c2ccccc2-n2nncc2CN1S(=O)(=O)c1cc(Cl)cc(Cl)c1 (stereo not drawn) | 12.3 | 1.8%[8.37 µM]
COCC1CCN(C(=O)c2cc(COc3ccc(OC)c4ccccc34)on2)C1 (stereo not drawn) | 134.4 | 6.7%
COc1cc(NS(=O)(=O)c2cc(NC(C)=O)ccc2OC)c(OC)cc1NC(=O)c1ccccc1 | -18.1 | -23.8%
Nc1c(Cl)cnn(-c2ccccc2)c1=O | 18.3 | 15.4%
CCC(=O)NC(C)C(c1cccs1)N1CCOCC1 (stereo not drawn) | -20.0 | u
Cc1csc(N2C(=O)C3C4CCC(O4)C3C2=O)n1 (stereo not drawn) | 91.1 | 22.3%
O=C1C2C3CCC(O3)C2C(=O)N1c1cccc(F)c1 (stereo not drawn) | 34.2 | -8.5%
Cc1ccc(S(=O)(=O)Nc2c(C)cc([N+](=O)[O-])cc2C)cc1 | 15.0 | 2.2%
OCCOCCn1c(CCNc2nc(-c3ccc(Cl)cc3)cs2)nc2cc(Cl)c(Cl)cc21 | 2.4 | u
COc1ccc(C(=O)NNC(=S)NC(=O)c2cccc([N+](=O)[O-])c2)cc1 | 17.7 | -26.4%
CC(C)(C)c1ccc(NC(=O)c2ccc3c(c2)S(=O)(=O)c2ccccc2C3=O)cc1 | 21.3 | 10.0%
COc1ccc(C=NN=C2c3ccccc3-c3ccccc32)cc1OC | -29.7 | u

Bioassay records as filed in PubChem BioAssay.
